DRD3 antagonist: qHTS of D3 Dopamine Receptor Antagonist: qHTS. D(3) dopamine receptor (Homo sapiens), P35462. AID 652054, 2013. D3R cells, DiscoveRx beta-arrestin luminescence, antagonist mode; stronger effect = lower value. 360,000 tested, 2.5% active. max response, negative = inhibition, %; in the data active means max response below about -50%; inconclusive means no clear call, values can overlap the other calls; further: on the % scale 0 is the no-effect control and ±100 the full control effect; mostly tested at two doses, the higher about 12 µM
Target sequence (P35462 whole entry, looked up): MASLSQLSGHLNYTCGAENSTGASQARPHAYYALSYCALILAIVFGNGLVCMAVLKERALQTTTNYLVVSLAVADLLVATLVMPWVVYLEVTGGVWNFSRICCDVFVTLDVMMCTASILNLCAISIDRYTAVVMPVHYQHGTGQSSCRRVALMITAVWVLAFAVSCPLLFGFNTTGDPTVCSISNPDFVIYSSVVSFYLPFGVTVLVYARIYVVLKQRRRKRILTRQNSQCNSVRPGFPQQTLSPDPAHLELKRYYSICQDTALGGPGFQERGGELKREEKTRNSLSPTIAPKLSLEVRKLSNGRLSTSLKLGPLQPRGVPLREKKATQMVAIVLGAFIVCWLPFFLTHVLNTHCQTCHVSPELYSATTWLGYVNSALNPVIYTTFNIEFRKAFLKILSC
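Cells expressing the human receptor were seeded at 1500 cells/well, incubated overnight at 37 degrees C in 5% CO2, then exposed to library compounds with dopamine controls for 90 minutes at 37 degrees C before luminescent detection.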
IL2 activator: qHTS of IL-2 Activators; AID 652025, 2013; activation, % (series mostly up to about 46 µM); 360,000 tested, 0.065% active; IL-2 activation reporter assay, cell-based qHTS; stimulated with anti-CD3/CD4/CD28 beads; in transgenic mouse T cells; in the data active means activation above about 50%; inconclusive means mostly about 30% to 49%; further: 0% is about no effect
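EGFP and DsRed fluorescence is measured by plate cytometry in unstimulated transgenic mouse T cells exposed to compound for 60 minutes, then stimulated 18 hours at 37 degrees C with anti-CD3/anti-CD4 beads plus anti-CD28.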
DRD3 agonist: qHTS of D3 Dopamine Receptor Agonist: qHTS | D(3) dopamine receptor (Homo sapiens), P35462 | D3R DiscoveRx beta-arrestin cells, luminescence, 90 min | max activation, % | 410,000 tested, 0.58% active | AID 652048, 2013; in the data active means max activation above about 30%; further: 0% is about no effect; mostly tested at two doses, the higher about 12 µM
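Agonist-mode cell screen: cells plated at 1500/well and incubated overnight at 37 °C, then exposed to library compounds for 90 min at 37 °C. Detection reagent was added for 30–60 min at room temperature, and luminescence was read.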
WRN inhibitor: qHTS for Inhibitors of WRN Helicase; Bifunctional 3'-5' exonuclease/ATP-dependent helicase WRN (Homo sapiens), Q14191; WRN helicase unwinding, fluorescent forked duplex, kinetic; Potency, µM (series often up to 114 µM), inactives show top-dose activity change, negative = inhibition, usual class: inhibitors; 360,000 tested, 0.46% active; further: potency means the concentration at half of the fitted maximal effect; on the % scale 0 is the no-effect control and ±100 the full control effect; nearly all actives have a fitted effect of over 55% in size
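Primary qHTS, 1536-well format. 20 nM WRN + compound, 15 min RT; start with 100 nM forked fluorophore/quencher duplex, 2 mM ATP (final); kinetic read ex 525/em 598 nm.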
HEK293 tox: qHTS of GLP-1 Receptor Inverse Agonists: Cytotox Screen | HEK293 cAMP-luciferase reporter cells, luminescence, 24 h | Potency, µM (top dose mostly 38.3 µM), without a hit: at the highest dose activity change, negative = inhibition, usual class: inhibitors | 410,000 tested, 0.13% active | AID 624418, 2012;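 further: loss of luciferase light is scored as toxicity; potency means the concentration at half of the fitted maximal effect; on the % scale 0 is the no-effect control and ±100 the full control effect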
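Compound-treated cells are incubated 24 hr at 37 deg C under 5% CO2 after a 12 hour attachment period, then luciferase detection reagent is added and luminescence is measured following 12 min at room temperature; lowered signal indicates toxicity.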
PLK1 PBD inh: qHTS for Inhibitors of PLK1-PDB (polo-like kinase 1 - polo-box domain): Primary Screen | Serine/threonine-protein kinase PLK1 (Homo sapiens), P53350 | Plk1 PBD binding of FITC phosphopeptide, fluorescence polarization | Potency, µM, for inactives: max response, negative = inhibition, actives largely listed as inhibitors | 360,000 tested, 2.8% active | AID 720504, 2013; further: potency means the concentration at half of the fitted maximal effect; series mostly up to about 57 µM; on the % scale 0 is the no-effect control and ±100 the full control effect; nearly all actives have a fitted effect of over 65% in size
GLP-1R inv ag: qHTS of GLP-1 Receptor Inverse Agonists (Inhibition Mode). Glucagon-like peptide 1 receptor (Homo sapiens), P43220. HEK293 GLP-1R CRE-luciferase, luminescence, 24 h; GLP-1R form is constitutively active. Potency, µM (doses to about 38.3 µM), for the others: at the top dose activity change, negative = inhibition, actives largely listed as inhibitors. 410,000 tested, 1.6% active; further: potency means the concentration at half of the fitted maximal effect; on the % scale 0 is the no-effect control and ±100 the full control effect; nearly all actives have a fitted effect of over 55% in size
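Seeding at 200 cells/uL, 12 h culture, 24 hr compound treatment, then luciferase reagent and a luminescence read; cells are HEK293 stably expressing a constitutively active GLP-1R plus cAMP-responsive luciferase.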
GLP-1R agonist: qHTS of GLP-1 Receptor Agonists. HEK293 GLP-1R CRE-luciferase, luminescence, 4-6 h; cells express a hypersensitive GLP-1R form. Potency, µM (series often up to 45.6 µM), for the others: at the highest dose activation, actives largely listed as activators. 380,000 tested, 0.007% active. Glucagon-like peptide 1 receptor (Homo sapiens), P43220; further: potency means the concentration at half of the fitted maximal effect; % of control where 0% means no effect
PI5P4Ka inh: qHTS for Inhibitors of phosphatidylinositol 5-phosphate 4-kinase (PI5P4K) | AID 652105, 2013 | Phosphatidylinositol 5-phosphate 4-kinase type-2 alpha (Homo sapiens), P48426 | 330,000 tested, 1.2% active | max response, % | PI5P4Kalpha enzyme, ADP-Glo luminescence, 60 min; stronger effect = lower value; active means max response of -50% or lower; inconclusive means between -30% and -50%; inactive means -30% or higher; further: value at the top dose of about 77 µM; on the % scale 0 is the no-effect control and ±100 the full control effect
Target sequence (P48426 whole entry, looked up): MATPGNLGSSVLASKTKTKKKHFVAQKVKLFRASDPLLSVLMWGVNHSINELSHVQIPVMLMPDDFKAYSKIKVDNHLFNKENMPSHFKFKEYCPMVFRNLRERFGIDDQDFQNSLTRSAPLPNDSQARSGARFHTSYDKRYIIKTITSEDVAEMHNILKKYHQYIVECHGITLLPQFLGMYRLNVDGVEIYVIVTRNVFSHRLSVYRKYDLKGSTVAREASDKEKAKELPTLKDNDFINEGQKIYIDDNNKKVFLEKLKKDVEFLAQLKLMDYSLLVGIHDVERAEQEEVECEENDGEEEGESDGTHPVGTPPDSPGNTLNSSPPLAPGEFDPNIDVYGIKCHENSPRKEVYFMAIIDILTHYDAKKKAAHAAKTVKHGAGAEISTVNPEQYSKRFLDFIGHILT
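ADP-Glo luminescence end-point read after a 60 min room-temperature kinase reaction of PI5P4Kalpha plus substrate, initiated with ATP at 5 microM final. Buffer: 0.038 M HEPES pH 7.4, EGTA, 0.1% CHAPS, 5% DMSO.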
* marks the source's active call; other numbers are inactive results; ? = inconclusive; nt = not tested or not shown; [ ] = dose if it differs, or a comment. Unless noted, the call rests on the fitted dose curve; in most records, active means well fitted curve in the direction sought with a large enough effect; inconclusive means small, poorly fitted or top-dose-only effect, or another doubt; inactive means no such curve, though single readings can be large; an effect the other way counts as inactive or inconclusive.

no.	SMILES	DRD3 antagonist	IL2 activator	DRD3 agonist	WRN inhibitor	HEK293 tox	PLK1 PBD inh	GLP-1R inv ag	GLP-1R agonist	PI5P4Ka inh
1	COc1ccc(-n2nc(C(=O)NCC(=O)NC3CCCC(C)C3C)c3ccccc3c2=O)c(OC)c1 (stereo unspecified)	-1	1.1	6	1%	0%	-5%	3%	8%	2
2	CCN1C(=O)c2ccccc2S(=O)c2ccc(C(=O)NC3CC3)cc21 (stereo unspecified)	-20	-1.9	-3	8%	2%	-13%	12%	6%	-4
3	CN1C(=O)C2ON(c3ccccc3)C(c3cccs3)C2C1=O (stereo unspecified)	-1	-1.4	1	3%	-12%	-2%	-12%	1%	10
4	CCCCCN1C=CC=C/C1=C\C=C(C#N)C#N	-11	-2.5	3	-3%	?	?	25%	13%	0
5	Cc1ccccc1/C(N)=N/OC(=O)N1c2ccccc2Sc2ccccc21	?	-2.7	-8	-1%	-10%	-10%	?	1%	nt
6	COc1cc(-c2csc(NC3CCCCC3)n2)cc(OC)c1OC	3	-4.0	-1	-8%	4%	-9%	?	13%	0
7	CC(=O)C1=C(c2ccccc2)OC(N)=C(C#N)C1c1ccccc1F (stereo unspecified)	-1	-4.5	-2	-6%	-16%	-16%	4%	0%	8
8	COc1ccc(/C=C(/NC(=O)c2ccc(OC)c(OC)c2)C(=O)NCCc2c[nH]c3ccccc23)cc1	-3	1.5	19	-9%	11%	-3%	-19%	2%	5
9	CCCCCC(=O)N1C[C@H](n2cc(C3CC3)nn2)[C@@H](O)C[C@@H]1c1ccc(Cl)cc1	4	-3.4	5	-2%	-13%	-4%	?	7%	-2
10	Cc1cc(S(=O)(=O)Nc2nc(CN3CCOCC3)nc3sc4c(c23)CCCC4)ccc1F	?	-0.5	7	-10%	-14%	-11%	?	-3%	2

Reprinted from the part before: 3 entries, followed by the next part.
no.	SMILES	DRD3 antagonist	IL2 activator	DRD3 agonist	WRN inhibitor	HEK293 tox	PLK1 PBD inh	GLP-1R inv ag	GLP-1R agonist	PI5P4Ka inh
8	COc1ccc(/C=C(/NC(=O)c2ccc(OC)c(OC)c2)C(=O)NCCc2c[nH]c3ccccc23)cc1	-3	1.5	19	-9%	11%	-3%	-19%	2%	5
9	CCCCCC(=O)N1C[C@H](n2cc(C3CC3)nn2)[C@@H](O)C[C@@H]1c1ccc(Cl)cc1	4	-3.4	5	-2%	-13%	-4%	?	7%	-2
10	Cc1cc(S(=O)(=O)Nc2nc(CN3CCOCC3)nc3sc4c(c23)CCCC4)ccc1F	?	-0.5	7	-10%	-14%	-11%	?	-3%	2
11	C#CCN(C[C@@H]1[C@@H](OC(=O)NCCCCCC)[C@@H](OC(=O)NCCCCCC)Cn2c(=O)n(CCCCCC)c(=O)n21)S(=O)(=O)c1ccc(C)cc1	21	-1.0	5	-10%	2%	-23%	1%	-4%	1
12	COc1ccc(CN2C(=O)c3ccccc3C2=O)cc1C(=O)N(C)CC(=O)Nc1ccc(C)cc1	7	-2.0	4	4%	2%	-1%	-3%	-6%	-1
13	CN(C(=O)COc1coc(CN2CCN(c3ccccc3)CC2)cc1=O)c1ccccc1	22	-0.1	5	-12%	10%	-5%	-2%	-1%	3
14	O=C(Nc1cc(S(=O)(=O)Nc2ccccc2Cl)ccc1O)c1ccc(F)cc1F	31	-0.3	3	5%	-7%	1%	-17%	-1%	5
15	O=C(NC(C(=O)c1ccccc1)N1CCOCC1)c1ccccc1 (stereo unspecified)	-3	-1.0	-1	24%	-7%	-1%	-2%	-4%	4
16	O=C(Nc1ccc(Br)cc1F)C1CC(=O)N(C2CCCCC2)C1 (stereo unspecified)	8	-2.9	7	-3%	-3%	-6%	-8%	-1%	-6
17	CC(=O)NCCc1nc2cc(NC(=O)c3cccs3)ccc2n1C	8	0.5	9	-2%	4%[0.307 µM]	-20%	9%[0.307 µM]	-11%	2
18	CC1=NNC(=O)/C1=C\c1cn(-c2ccccc2)nc1-c1ccc(F)cc1	-69*	-0.9	-3	-21%	?	1.5µM*	?	-27%	-13
19	O=C(Nc1nc2ccccc2s1)Nc1ccc(F)cc1F	1	-4.4	-3	11%	-10%	-2%	6%	-9%	-12
20	CCOc1ccc(NC(=O)CN2CCSc3ccc(S(=O)(=O)N4CCCC4)cc32)cc1	nt	nt	-7	nt	-13%	nt	?	-5%	nt

Compound profiles, as listed above.
Listed for O=C(Nc1cc(S(=O)(=O)Nc2ccccc2Cl)ccc1O)c1ccc(F)cc1F → DRD3 antagonist: 31; IL2 activator: -0.3; DRD3 agonist: 3; WRN inhibitor: 5%; HEK293 tox: -7%; PLK1 PBD inh: 1%; GLP-1R inv ag: -17%; GLP-1R agonist: -1%; PI5P4Ka inh: 5
Listed for O=C(NC(C(=O)c1ccccc1)N1CCOCC1)c1ccccc1 (stereo unspecified) → DRD3 antagonist: -3; IL2 activator: -1.0; DRD3 agonist: -1; WRN inhibitor: 24%; HEK293 tox: -7%; PLK1 PBD inh: -1%; GLP-1R inv ag: -2%; GLP-1R agonist: -4%; PI5P4Ka inh: 4

Continuation:
no.	SMILES	DRD3 antagonist	IL2 activator	DRD3 agonist	WRN inhibitor	HEK293 tox	PLK1 PBD inh	GLP-1R inv ag	GLP-1R agonist	PI5P4Ka inh
21	Cc1ccc(Cl)c(OCCN2CCCC(C)C2)c1 (stereo unspecified)	-68*	-0.2	-8	10%	11%	-14%	-12%	8%	-7
22	Cc1ccc(C(=O)Nc2ccccc2C(=O)Nc2ccccn2)cc1Cl	0	-0.1	3	-3%[11.6 µM]	6%	-20%	34%[activator]	7%	21
23	COC(=O)[C@@]12CCCCN1[C@H](c1ccc(-c3cccc(Cl)c3)c(OC)c1)[C@H]1C(=O)N(C)C(=O)[C@H]12	22	-0.5	0	8%	2%	-16%	14%	7%	16
24	Cc1ccc(S(=O)(=O)NCc2ccc3[nH]c(C)cc3c2)cc1	-30	-0.3	-7	-5%	-5%	-1%	?	-4%	0
25	CC(=O)n1cc([C@@H]2C=C(C(=O)NCc3ccccc3)O[C@H](OCCCCO)C2)c2ccccc21	-18	0.1	-16	-2%	-14%	-11%	10%	5%	-15
26	CC(=O)Nc1cccc(NC(=O)CS(=O)(=O)c2cn(CC(=O)N(C(C)C)C(C)C)c3ccccc23)c1	15	-3.7	12	6%	-2%	-2%	1%	-2%	0
27	CC1=C(C(=O)N2CCCCCC2)CC(CC(=O)NC2CCCCC2)C(=O)N1Cc1ccc(C(C)(C)C)cc1 (stereo unspecified)	?	-1.1	-14	-9%	-11%	-12%	?	4%	-5
28	O=C(CSC1=NS(=O)(=O)c2ccccc2N1)Nc1ccc(F)cc1	-3	0.0	-8	-10%	?	-25%	?	7%	4
29	O=C(CN(C(=O)c1csnn1)c1ccc(F)c(Cl)c1)NCc1ccc(F)cc1	0	-1.7	7	0%	9%	-4%	?	9%	2
30	COC(=O)/C=C1/N/C(=N\c2nc(C)cc(C)n2)N(c2cccc(C)c2)C1=O	0	-2.2	-6	4%	-13%	-6%	2%	4%	-20
31	CCOc1ccc2nc(SCc3ccc(CC(=O)O)cc3)c(C#N)cc2c1	12	0.5	-10	-12%	0%	-24%	14%	0%	-3
32	O=C(NCc1cccc(Br)c1)C1CC(c2cc(C(F)(F)F)cc(C(F)(F)F)c2)=NO1 (stereo unspecified)	1	-2.9	3	-4%	17%	-15%	-18%	3%	3
33	CCOc1ccc(CCN2C(=S)N([C@@H](Cc3ccc(O)cc3)CN3CCC[C@@H]3CN3C(=S)NC[C@@H]3CC(C)C)C[C@@H]2Cc2ccccc2)cc1	0	-0.1	-11	-6%	3%	-1%	?	-2%	1
34	Cn1ccc2cc(OCc3ccccc3)ccc21	-21	-1.1	-11	-7%	10%	-1%	-2%	4%	12
35	CCN(CC)CCCNC(=O)Cn1cc2c(n1)CCC(C)C2 (stereo unspecified)	15	1.9	4	2%	3%	?	1%	-6%	0
36	CCOc1ccccc1NC(=S)NC1CCCCC1	-2	3.8	-6	11%	?	-16%	?	16%	0
37	O=C(CSc1nc2ccccc2o1)NC1CCCC1	8	0.9	2	-5%	7%	-8%	6%	6%	1
38	O=C(CN1c2cccc3cccc(c23)S1(=O)=O)Nc1c(F)c(F)c(F)c(F)c1F	-12	1.4	-11	3%	5%	-12%	5%	0%	4
39	COc1cc(CC(=O)NC2CCCc3ccccc32)cc(OC)c1OC (stereo unspecified)	17	0.3	-3	2%	7%	-3%	?	13%	2
40	CC(C)(C)NC(=O)C(c1ccc(O)cc1)N(C(=O)CCC(=O)Nc1nccs1)c1ccccc1F (stereo unspecified)	4	3.6	-5	5%	-3%[7.66 µM]	-12%	-3%[7.66 µM]	5%	3
41	Cc1cc(C)c(OCC(=O)Nc2cccc(NC(=O)c3ccco3)c2)c(Br)c1	43	-2.4	34*	-17%	-13%	-2%	?	-3%	nt
42	CC1=CC2=NC(=O)CC(C)(C(=O)N(CC(=O)NC3CCCC3)c3cc(C)cc(C)c3)N2C=C1 (stereo unspecified)	7	1.3	-2	7%	6%	27µM*	-1%	4%	-17
43	COc1ccc(-c2cc3ccccc3oc2=O)cc1	-7	0.6	0	-3%	5%	-1%	-17%	-1%	-1
44	O=C(NCc1ccccc1CN1CCCC1)C1CCN(S(=O)(=O)c2ccc(Cl)cc2)CC1	1	0.0	-12	8%	-20%	5%	?	-6%	9

High-throughput results (PubChem BioAssay)
